High-throughput results from PubChem.
mcGAS RapidFire: inhibitors of Mus musculus cyclic GMP-AMP synthase, initial high-throughput assay, cell-free, RapidFire MS | Q8C6L5 | AID 1259397, 2018 | 130,000 compounds, 0.18% hits | inhibition, % at 12.5 µM | recombinant mouse cGAS, cGAMP by RapidFire MS;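 active means inhibition of cGAS enzyme activity at or above 60%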;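 further: enzyme stimulated by 45 bp dsDNA with ATP and GTP substrates; cGAMP share of summed cGAMP plus half ATP and half GTP signals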
Target sequence (Q8C6L5 whole entry, looked up): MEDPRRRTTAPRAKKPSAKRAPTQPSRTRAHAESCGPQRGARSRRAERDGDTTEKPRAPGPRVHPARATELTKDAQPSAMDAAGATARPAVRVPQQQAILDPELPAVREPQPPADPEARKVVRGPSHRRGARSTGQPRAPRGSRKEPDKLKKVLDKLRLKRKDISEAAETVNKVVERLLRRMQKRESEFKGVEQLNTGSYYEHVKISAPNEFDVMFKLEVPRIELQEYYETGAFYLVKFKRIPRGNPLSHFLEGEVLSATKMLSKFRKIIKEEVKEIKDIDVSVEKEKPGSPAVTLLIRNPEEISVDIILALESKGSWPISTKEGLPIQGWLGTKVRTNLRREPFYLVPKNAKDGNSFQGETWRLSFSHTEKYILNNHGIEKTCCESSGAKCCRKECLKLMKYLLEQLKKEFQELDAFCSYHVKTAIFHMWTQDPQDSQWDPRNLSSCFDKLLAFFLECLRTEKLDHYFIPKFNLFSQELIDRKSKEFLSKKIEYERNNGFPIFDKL
The depositor's hits bear a star; & = joins results of further samples. The list is partial. The share of hits here may be higher or lower than overall.

SMILES | mcGAS RapidFire
COC(=O)C(NCc1ncc(C)o1)c1ccc(Br)cc1 (configuration not stated) | -2.0
O=C1N(CC2CCCCC2)CCCC12CCN(Cc1ccco1)C2 (configuration not stated) | -7.0
CC(=O)Oc1ccccc1C=C1SC(=S)N(CC(=O)O)C1=O | -4.7
CCOC(=O)CCC(=O)OC1C(OC2C(C)C(OC3CC(C)(OC)C(O)C(C)O3)C(C)C(=O)OC(CC)C(C)(O)C(O)C(C)C(=O)C(C)CC2(C)O)OC(C)CC1N(C)C (configuration not stated) | 98.6*
CCCCc1ccc(NC(=O)C2OC(c3ccncc3)=NN2C(C)=O)cc1 (configuration not stated) | -5.7
Cc1ncsc1-c1ccn(CC(=O)Nc2ccnn2C2CCCCC2)n1 | -21.4
COc1nc(C)cc(C)c1CNC(=O)C(=O)N1CCc2ccccc21 | 0.4
CN(c1cc(-n2cccn2)nc(N)n1)C1CCCCC1 | -12.9&-9.4
O=S(=O)(NCCCn1ccc2ccccc21)c1ccc(S(=O)(=O)N2CCCC2)cc1 | -6.3
CCOc1cn2c(cc1=O)C(=O)N(CCNC(=O)c1ccccc1C)CC2 | -6.2
CCC(C)N1CCC2(CC1)N=c1c(c3c4c5c(C)c(O)c3c(O)c1=NC(=O)/C(C)=C/C=C/[C@H](C)[C@H](O)[C@@H](C)[C@@H](O)[C@@H](C)[C@H](OC(C)=O)[C@H](C)[C@@H](OC)/C=C/O[C@@](C)(O5)C4=O)N2 (some centres not stated) | 3.0
O=C(CCS(=O)(=O)c1ccc(Cl)cc1)Nc1cccnc1 | -4.0
CC(=O)c1c(C)cc(C)[nH]c1=O | 1.4
CCN1CCN(c2ccc(NC(=O)NCc3ccc(OC(F)F)cc3)cc2C)CC1 | -14.3
O=C1C2C3C=CC(C3)C2C(=O)N1NC(=O)C12CC3CC(CC(C3)C1)C2 (configuration not stated) | -0.2
CCn1c(=O)c2c(nc3n(CC)c(C)cn23)n(C)c1=O | -10.5
O=C(CC1C(=O)NCCN1Cc1cccc(C(F)(F)F)c1)NCCN1CCOCC1 (configuration not stated) | -9.3
CC(c1cccs1)N(C)Cc1cnn2cccnc12 (configuration not stated) | -12.9
Cc1ccc(S(=O)(=O)Oc2ccc(F)cc2)c(C)c1C | -3.1
COCCN(Cc1cnn(C)c1)C(=O)c1cnc(C)cn1 | -4.4
Cc1ccc(-c2csc3nc(CNCc4ccccc4)[nH]c(=O)c23)cc1C | -9.2
COC(=O)c1cn(C(C)C)cc(C(=O)N2CCOC(c3ccc(F)cc3)C2)c1=O (configuration not stated) | -32.2
O=C(CC(c1ccccc1)c1ccccc1Cl)NCCN1CCCCC1=O (configuration not stated) | -2.9
CC1CCc2c(c3ccccc3[nH]c2=O)O1 (configuration not stated) | -10.0
Cc1ccc(-c2cnc(C(O)c3c(C)cccc3C)[nH]2)cc1 (configuration not stated) | 3.1
Other compounds
SMILES | mcGAS RapidFire
O=C(Nc1ccncc1NC(=O)c1nc2ccccc2s1)c1nc2ccccc2s1 | -12.5
O=c1cc(CSc2nnnn2C2CCCC2)nc2sccn12 | -4.9
CCC1=NN(C(=O)c2ccncc2)C(O)(C(F)(F)F)C1 (configuration not stated) | -39.8
COC(=O)c1ccc(Cn2nc(C)c3cnn(-c4ccc(F)cc4)c3c2=O)o1 | -6.8
O=C(Nc1nccs1)c1ccc2[nH]c3c(c2c1)CCCC3 | -2.4
Fc1ccccc1-c1cnnc(N2CCN(CCOc3ccccc3)CC2)n1 | 2.2
Cc1noc(CN2CCC(C(=O)Nc3ccc(Br)cc3)CC2)n1 | 1.0
CCC1CCCCN1S(=O)(=O)c1cccs1 (configuration not stated) | 6.1
COc1ccc2c(=O)c3c(oc2c1)C(=O)N(c1nccs1)C3c1ccccn1 (configuration not stated) | -5.9
CC(C)CN(C(=O)CN1CCCCCC1)c1c(N)n(CC(C)C)c(=O)[nH]c1=O | -10.6
O=C(CSc1nnc(Cc2cccs2)n1C1CC1)NC1CCCC1 | -3.7
COc1cc(Cl)ccc1OCc1cc(C(=O)N2CCN(C)C[C@@H]2c2ccccc2)no1 | -10.7
C[C@H]1[C@H]2CC[C@H]3[C@@H]4CC=C5C[C@@H](N(C)C)CC[C@]5(C)[C@H]4CC[C@]23CN1C | 8.7
COC(C(=O)Nc1ccc(-n2ccnc2C)c(F)c1)c1ccccc1 (configuration not stated) | 4.2
Cn1c(=O)n(Cc2ccc(Br)cc2)c(=O)c2c1nc1n2CCCN1Cc1ccccc1 | -7.3
COc1cccc2c1OCC(n1cc(-c3sccc3C)nn1)C2 (configuration not stated) | -8.4
COc1ccccc1-c1cccc(C(=O)NCc2cnc(C)cn2)c1 | -16.0
Cc1ccsc1S(=O)(=O)NC(CC(C)C)c1nnc2n1CCNCC2 (configuration not stated) | -9.3
CCOc1ccccc1-c1nc(C(N)=O)c2[nH]c(=O)n(-c3ccccc3OCC)c2n1 | -4.7
COc1ncccc1-c1ccc(S(N)(=O)=O)cc1F | -34.3
Cc1c(C(=O)NNS(=O)(=O)c2ccccc2F)oc2ccccc12 | -12.1
CC1CCCC(NC(=O)CS(=O)(=O)c2nccn2-c2ccccc2)C1C (configuration not stated) | -8.1
CC(=O)c1cnn(CN2CCC(CN3CCCCCC3)CC2)c1C | -13.1
Cc1cc(-n2c(C)cc(C(=O)CN3CCN(CC(=O)NC4CC4)CC3)c2C)no1 | -2.7
COc1nsc(I)c1C#N | -4.7
Later entries:
SMILES | mcGAS RapidFire
CCCc1cc(C(=O)NCCC2CN(C)CCO2)ccn1 (configuration not stated) | -1.8
CCn1cc(NC(=O)c2ccc3[nH]c4c(c3c2)CCCC4)ccc1=O | 4.9
O=c1[nH]c(C2CCNCC2)nc2c1nnn2Cc1c(F)cccc1Cl | 1.5
CN(Cc1ccccc1)C1(C(=O)NCC2COCCO2)Cc2ccccc2C1 (configuration not stated) | -6.5
CCC(CC)C(NC(=O)CS(=O)(=O)C(C)C)c1cccs1 (configuration not stated) | -13.9
Cc1cc(C)nc(NCc2ccc(-n3cccn3)cc2)n1 | -2.7
O=C(CCn1nnnc1CN1CCOCC1)NCCCn1ncc2ccccc21 | -0.5
CS(=O)(=O)NCCc1ccc(C(=O)NCC2CCN(C3CC3)C2)s1 (configuration not stated) | -6.9
CCSC(C)CC1CC(=O)CC(=O)C1C(=O)OC (configuration not stated) | 3.3
O=C(Oc1ccc2ccccc2c1)c1cccs1 | -6.0
Cc1nc(-c2ccc(Br)cc2)sc1C(C)N (configuration not stated) | -0.8
Cc1cc(CN(C)C(=O)CC(c2cccc(O)c2)c2ccccc2Cl)on1 (configuration not stated) | -5.3
O=c1ccc(-c2ccccc2)nn1Cc1ccccc1F | -17.0
CC1(C(=O)Nc2cnc(-c3ccccc3)nc2)CC(=O)N=C2C=CC=CN21 (configuration not stated) | -5.9
O=C(CCc1cn[nH]c1)N1CCCC(N2CCN(Cc3ccc4c(c3)OCO4)CC2)C1 (configuration not stated) | -3.9
Cc1ccc(C#N)cc1NC(=O)c1ccc(C(F)(F)F)cc1 | -6.0
Brc1ccc(-c2nc3ncccn3c2NC2CCCCC2)o1 | -4.4
CC(C)OCCN(C)C(C)c1cccc(S(N)(=O)=O)c1 (configuration not stated) | -9.9
CCNC(=O)C1CCN(c2nnc(-c3ccccc3F)cc2C)CC1 | -14.4
CC(NC(=O)c1ccco1)C(=O)N(Cc1ccc(F)cc1)CC1CC1 (configuration not stated) | -9.5
COc1ccc(Cl)cc1NC(=O)CCC1CCCN(C(=O)CSC)C1 (configuration not stated) | -10.1
CCOC(=O)c1sc(=NC(=O)c2ccc(S(=O)(=O)N(CC)CC)cc2)n(C)c1C | 1.5
Cc1cc(C)c(OCC(=O)N2N=C3CCCCC3C2(O)C(F)(F)F)c(C)c1 (configuration not stated) | -8.4
CC(=O)C1=C(c2ccc([N+](=O)[O-])cc2)N(C(C)=O)n2c(nnc2C2CCCCC2)S1 | -3.5
Cc1noc(-c2ccccc2NS(=O)(=O)c2ccc(C)c(C(=O)O)c2)n1 | -30.7

Gathered by group: those above with an aryl thioether with sulfur outside any ring (2)
SMILES | mcGAS RapidFire
O=c1cc(CSc2nnnn2C2CCCC2)nc2sccn12 | -4.9
O=C(CSc1nnc(Cc2cccs2)n1C1CC1)NC1CCCC1 | -3.7

The listing continues.
SMILES | mcGAS RapidFire
CCC(=O)N(c1nnc(SCc2cc(-c3ccco3)on2)s1)C1CC1 | -12.6
Cc1nn(C)c(C)c1/C=C/C(=O)Nc1cc(F)ccc1F | -12.8
Cc1ccc(CN(C)C(=O)c2cc(-c3cnn(C)c3C)n[nH]2)o1 | -2.7
O=S1(=O)CCN2C(=N1)Sc1ccc3ccccc3c12 | -12.1&23.1
COc1ccc(Cc2nc3ccc(C(=O)NCC4CC(=O)N(C5CC5)C4)cc3o2)cc1 (configuration not stated) | -15.1
Oc1ccc(C=NN2CCOCC2)cc1 | -1.2
Cc1oc(S(=O)(=O)N(C)C)cc1C(=O)O | 0.6
Cc1nc(C(C)C)ncc1C(=O)N1CCNCC1C(=O)NC1CC1 (configuration not stated) | -21.9
CC(Nc1ccn(Cc2ccccn2)n1)c1ncc(C(C)(C)C)o1 (configuration not stated) | -59.3
Cc1nc(Nc2ncc(C(=O)Nc3c(C)cccc3Cl)s2)cc(N2CCN(CCO)CC2)n1 | -8.8
COc1ccc2[nH]c(=O)c(CN(C)Cc3cn(C)nc3C)cc2c1 | -19.1
CC(Sc1nncn1C1CC1)C(=O)NCc1ccc(Cl)cc1 (configuration not stated) | -9.1
CC(NC(=O)c1cc(S(C)(=O)=O)ccc1Cl)c1cccs1 (configuration not stated) | 2.9
Nc1nn(S(=O)(=O)c2ccc(F)cc2)cc1-c1cccc(F)c1 | 3.1
CCC(C)C(NS(=O)(=O)c1cc2ccccc2o1)C(N)=O (configuration not stated) | -5.8
O=C(O)c1cccnc1S(=O)(=O)C(F)(F)F | -1.4
c1ccc(Nc2ccc(-c3ccc4ccccc4c3)cn2)cc1 | -3.3
CC(Oc1cccc(Cl)c1)c1nc(-c2cccnc2)n[nH]1 (configuration not stated) | -5.6
CS(=O)(=O)c1ccc(-c2csc(-c3ccc(F)cc3)n2)cc1 | -14.5
CC(=O)c1c[nH]c(C(=O)NC2(C)CCS(=O)(=O)C2)c1 (configuration not stated) | -3.5
O=C(NCc1ccco1)c1cccn2c(=O)c3sccc3nc12 | 12.3
C[N+](C)(C)C[C@H](O)CC(=O)O | -1.2
O=C1Nc2ccccc2C12OCC(CO)([N+](=O)[O-])CO2 (configuration not stated) | -7.8
CC(=O)N1CCN(C(=S)c2cccc([N+](=O)[O-])c2)CC1 | -3.1
Cc1ccc(C(N)=O)c(N2CCC(O)(CO)CC2)n1 | -18.5

Reformatted with values ahead of the structure: 7 of the compounds above.
| mcGAS RapidFire | structure |
| --- | --- |
| -1.2 | Oc1ccc(C=NN2CCOCC2)cc1 |
| -12.8 | Cc1nn(C)c(C)c1/C=C/C(=O)Nc1cc(F)ccc1F |
| -5.6 | CC(Oc1cccc(Cl)c1)c1nc(-c2cccnc2)n[nH]1 (configuration not stated) |
| -12.6 | CCC(=O)N(c1nnc(SCc2cc(-c3ccco3)on2)s1)C1CC1 |
| -1.2 | C[N+](C)(C)C[C@H](O)CC(=O)O |
| -3.1 | CC(=O)N1CCN(C(=S)c2cccc([N+](=O)[O-])c2)CC1 |
| -9.1 | CC(Sc1nncn1C1CC1)C(=O)NCc1ccc(Cl)cc1 (configuration not stated) |

mcGAS RapidFire, what is marked active above
SMILES | mcGAS RapidFire
CCOC(=O)CCC(=O)OC1C(OC2C(C)C(OC3CC(C)(OC)C(O)C(C)O3)C(C)C(=O)OC(CC)C(C)(O)C(O)C(C)C(=O)C(C)CC2(C)O)OC(C)CC1N(C)C (configuration not stated) | 98.6*

Next part
SMILES | mcGAS RapidFire
COc1ccc(COc2ccc(-c3noc(C)n3)cc2)cc1F | -1.4
COCCN(Cc1ccc(C)cc1)C(=O)CC1NC(=O)c2ccccc21 (configuration not stated) | -13.2
CCOC(=O)Cn1nc(C(F)(F)F)c(Br)c1C1CC1 | 7.8
CC(C)N(Cc1nccn1C)C(=O)CC1C(=O)NCCN1Cc1cccc(C(F)(F)F)c1 (configuration not stated) | -7.9
NS(=O)(=O)c1ccc(-c2ccc(-n3cnnn3)cc2)cc1 | -31.2
COc1ccc(N2CCN(C(=O)C3CC=CCC3C(=O)N[C@@H]3CCCc4ccccc43)CC2)cc1 (some centres not stated) | -2.7
CN(CCOc1ccccc1)C(=O)C1CC(O)CN1C(=O)OC(C)(C)C (configuration not stated) | 2.1
Cc1nn(C(=O)c2ccco2)c(C)c1CN1C(=O)c2ccccc2C1=O | -12.8
CCc1nnsc1C(=O)Nc1cc(Cl)c(OC)c(Cl)c1 | -34.1
CCOc1cccc(CNC)c1OCc1ccc(C)cc1 | -3.8
O=C(Nc1ccc(-c2ccn[nH]2)cc1)C1CCCN(CCCc2ccccc2)C1 (configuration not stated) | -2.6
Cc1ccsc1C=c1sc(=C(C#N)C#N)n(C)c1=O | 0.4
N#CCC(=O)Nc1ccc(C(=O)N2CCN(S(=O)(=O)c3ccc4c(c3)CCC4)CC2)cc1 | 10.3
CC(C)c1nc(CCN2CCCCCC2=O)n(-c2ccccc2F)n1 | -10.2
COc1cccc(N=Nc2c(C)[nH]n(-c3ccc([N+](=O)[O-])cc3)c2=O)c1 | 4.7
Cc1cc(C)n(C(C)CNC(=O)c2ccc(NC(=O)C3CCC3)cc2)n1 (configuration not stated) | -27.7
Cc1cc(NC(=O)Cn2nnc(-c3ccccc3)n2)n(-c2ccccc2)n1 | -3.9
CCc1ccccc1OCCN(C)C(=O)c1ccc2nccn2c1 | -3.8
Cc1ccc2nc(Cn3cnc4c(Cl)cc(Cl)cc4c3=O)cc(=O)n2c1 | -5.1
CCC(=O)C1=C(c2ccc([N+](=O)[O-])cc2)N(C(=O)CC)n2c(CC)nnc2S1 | -3.3
Cc1ncc(CO)c(CO)c1O | -2.4
O=C(CC1=CCCCC1)NC1CCN(CC2CCOC2)CC1 (configuration not stated) | -8.3
CCCc1[nH]ncc1C(=O)N1CCOC(CCCC(C)C)C1 (configuration not stated) | -15.5
